Screening results as filed in PubChem.
TWEAK-Fn14 inh: inhibitors of TWEAK-Fn14 interaction signaling; 2% of 360,000 active; AID 1159606; TWEAK-stimulated Fn14 reporter cells, luciferase luminescence, 8 h; inhibition, % at 10 µM; in the data active means inhibition above about 50%
TRAIL sens C8: sensitizes caspase-8 expressing cells to TRAIL; inhibition (viability loss, TRAIL sensitization), % at 10 µM; 1% of 360,000 active; NB7+C8 cells + TRAIL, ATPlite viability luminescence;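 active means compounds causing at least 50% loss of cell viability in the single-dose screen, relative to plate controls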
KKLEB cytotox: CF airway cell cytotoxicity counter-screen | KKLEB CF airway cells viability, ATPlite luminescence, overnight; hits give low values; cells stimulated with P. aeruginosa culture filtrate | activity change (cytotoxicity), % at 5 µM | 0.36% of 360,000 active | AID 602141;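 active means corrected activity change at or below -50% at 5 µM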
COUP-TFII inh: NR2F2 (human) inhibition, primary screen | HEK293T NGFI-A luciferase reporter, luminescence | inhibition, % at 8.6 µM | AID 686940 | 0.7% of 370,000 active | P24468;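 active means inhibition above a per-plate cutoff, mean inhibition of test wells between control levels plus 3 SD, cut at about 38% in these data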;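 further: cells cotransfected with COUP-TFII expression vector driving the NGFI-A reporter; 0% = median of COUP-TF2 test wells and 100% = reporter-only cells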
Target sequence (P24468 whole entry, looked up): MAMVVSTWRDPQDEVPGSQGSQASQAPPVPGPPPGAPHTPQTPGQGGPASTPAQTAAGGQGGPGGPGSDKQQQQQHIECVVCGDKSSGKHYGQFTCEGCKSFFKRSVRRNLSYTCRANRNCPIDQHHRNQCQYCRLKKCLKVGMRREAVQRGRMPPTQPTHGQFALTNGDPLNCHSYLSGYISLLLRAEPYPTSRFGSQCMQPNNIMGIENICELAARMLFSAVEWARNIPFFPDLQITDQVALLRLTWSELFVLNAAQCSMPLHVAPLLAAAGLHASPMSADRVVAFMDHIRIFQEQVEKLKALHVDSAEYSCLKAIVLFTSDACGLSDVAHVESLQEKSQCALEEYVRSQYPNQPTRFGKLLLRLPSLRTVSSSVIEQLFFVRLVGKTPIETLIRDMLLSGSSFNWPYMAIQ
LRH-1 inv ag: suppresses constitutive activity of human LRH-1. O00482. HEK293T StAR-luciferase reporter, LRH-1 transfected, 24 h. inhibition, % at 3.6 µM. 0.13% of 360,000 active. AID 602396;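 active means inhibition above the mean inhibition of all tested compounds plus 3 SD, cut at about 73% in these data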;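 further: 0% = DMSO wells and 100% = reporter-only cells lacking LRH-1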
Target sequence (O00482 whole entry, looked up): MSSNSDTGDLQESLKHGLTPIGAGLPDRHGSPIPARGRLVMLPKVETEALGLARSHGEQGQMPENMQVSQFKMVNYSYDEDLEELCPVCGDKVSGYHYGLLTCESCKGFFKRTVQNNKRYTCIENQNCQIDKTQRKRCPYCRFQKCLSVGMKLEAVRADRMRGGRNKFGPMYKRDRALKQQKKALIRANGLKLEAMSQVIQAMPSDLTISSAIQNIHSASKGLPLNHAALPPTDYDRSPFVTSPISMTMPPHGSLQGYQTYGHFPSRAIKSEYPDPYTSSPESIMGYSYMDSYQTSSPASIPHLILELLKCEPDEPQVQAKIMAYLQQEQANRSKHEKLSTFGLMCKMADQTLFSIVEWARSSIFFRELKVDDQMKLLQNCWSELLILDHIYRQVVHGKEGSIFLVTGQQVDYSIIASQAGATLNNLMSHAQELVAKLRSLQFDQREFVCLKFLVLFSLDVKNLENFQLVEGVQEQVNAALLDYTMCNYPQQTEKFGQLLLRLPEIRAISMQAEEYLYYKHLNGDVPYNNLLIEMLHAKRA
EBV LMP1 NFkB: Epstein-Barr LMP1 NF-kappaB reporter inhibition; LMP1-induced NF-kappaB luciferase reporter cells, luminescence; inhibition, % at 12.5 µM; 0.69% of 350,000 active; in the data active means inhibition above about 41%;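 further: 0% = neutral control wells and 100% = reference inhibitor control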
TROY NFkB inh: inhibitors of TROY-dependent NF-kB signaling. Q293 LMP1-TROYcd NF-kB luciferase reporter, 4 h. 0.98% of 360,000 active. inhibition, % at 10 µM;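 active means compounds whose plate-normalised and pattern-corrected inhibition of the luciferase reporter signal at the single screening dose is 50% or more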
NCOA1 inh: inhibits human SRC1 coactivator; Q15788; HEK293 GAL4-SRC1 luciferase reporter, luminescence; inhibition, % at 3.6 µM; 0.12% of 360,000 active;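 active means inhibition above the campaign mean plus 3 SD, with each screening campaign given its own cutoff, cut at about 60% in these data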;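 further: 0% = DMSO treated cells and 100% = gossypol at 36 µM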
NCOA2 inhibitor: inhibits human steroid receptor coactivator 2. Q15596. HEK293 GAL4-SRC2 luciferase reporter, luminescence. inhibition, % at 9 µM. 0.17% of 370,000 active. AID 651957;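 active means inhibition above the mean inhibition of all tested compounds plus 3 SD, set per campaign, cut at about 52% in these data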;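 further: 0% = DMSO treated cells and 100% = cells given Gossypol at 36 µM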
CF NFkB block: cystic fibrosis NF-kB activation inhibition; KKLEB NF-kB-GFP reporter, PAF-induced, GFP fluorescence overnight; inhibition, % at 5 µM; 0.86% of 360,000 active; AID 588850;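 active means at least 50% inhibition at 5 µM, scaled per plate between neutral and stimulator controls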;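 further: PAF is a Pseudomonas aeruginosa culture filtrate used as stimulus; plate controls were PAF-stimulated DMSO wells for no effect and unstimulated DMSO wells for full effect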
SRC3 inh: human NCOA3 inhibition; Q9Y6Q9; AID 588352; 0.17% of 360,000 active; HEK293 GAL4-SRC3 luciferase reporter, luminescence; inhibition, % at 3.6 µM;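 active means inhibition above a per-campaign cutoff, the mean of all compounds plus 3 SD, cut at about 60% in these data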;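 further: 0% = DMSO-treated cells and 100% = gossypol-treated cells at 36 µM; higher means less SRC3-driven luciferase light from the GAL4 reporter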
Numbers without * were called inactive; x = no result given. Compounds were not picked by outcome, and some 4.2% of all compounds hit somewhere here.

SMILES | TWEAK-Fn14 inh | TRAIL sens C8 | KKLEB cytotox | COUP-TFII inh | LRH-1 inv ag | EBV LMP1 NFkB | TROY NFkB inh | NCOA1 inh | NCOA2 inhibitor | CF NFkB block | SRC3 inh
CC(=O)N1C(=O)C2(Nc3ccccc3N2)c2ccccc21 | 15 | 2 | 2 | 8 | -10 | 3 | -4 | 1 | -22 | -5 | 12
COc1ccc(OC)c(NC(=O)NCCc2cccc(Cl)c2)c1 | 0 | -1 | 3 | 7 | -15 | -5 | -22 | -12 | 3 | 17 | 15
COc1ccc(-c2noc(CNS(=O)(=O)c3ccccc3)n2)cc1 | -20 | -6 | 4 | -6 | -20 | -9 | -5 | -19 | -7 | 7 | -3
CCCCOc1cccc(-c2nnc(NC(=O)CSc3ccc(C)cc3)s2)c1 | -29 | -3 | -9 | -10 | -6 | -23 | -5 | -4 | -7 | 11 | -11
O=C(O)c1n[nH]c2c1CC(C1CCCCC1)CC2 (stereo unspecified) | 9 | -7 | -2 | -22 | 9 | -1 | -7 | -22 | 3 | -5 | 15
O=C(CSc1nnc(-c2ccc(Br)cc2)o1)Nc1cccc2ccccc12 | -9 | -5 | -15 | 0 | -26 | 2 | -11 | -29 | -6 | 0 | 1
CSCCC(NC(=O)COc1ccccc1)C(=O)N(C)Cc1c(F)cccc1Cl (stereo unspecified) | -1 | 11 | -4 | 3 | -1 | 0 | -9 | 6 | -24 | -27 | -16
COc1cccc(/C=C2/Sc3ccc(C(=O)NCCN4CCCCCC4)cc3NC2=O)c1 | -18 | 75* | -7 | -21 | -19 | -19 | 2 | -15 | -2 | 6 | 1
CCn1nc(NS(=O)(=O)c2ccc(NC(C)=O)cc2)c2cc3ccc(C)cc3nc21 | 5 | -21 | 5 | -2 | -28 | -1 | -10 | 10 | 3 | -13 | 8
Cn1nnnc1SCC(=O)Nc1ccc(Br)cc1Br | -5 | -3 | 0 | -17 | -3 | -12 | 7 | -7 | -7 | -34 | 9
COc1ccccc1CCC(=O)Nc1ccc2c(c1)c(=O)n(C)n2Cc1cccc(C(F)(F)F)c1 | -9 | 9 | 4 | 11 | 4 | x | 16 | 6 | 3 | -15 | -18
O=C(Cn1ncc2c3ccccc3n(Cc3ccccc3F)c2c1=O)N1CCN(c2ccccn2)CC1 | 32 | -8 | 11 | 13 | -49 | -7 | 11 | -14 | 16 | -3 | -3
COc1ccccc1C(O)(C(=O)NN(C(=O)c1ccccc1)c1ccccc1C)c1cccs1 (stereo unspecified) | -1 | -14 | -1 | -2 | 21 | 0 | 10 | 12 | 1 | -6 | 16
O=C(Cn1c(-c2cncs2)nc2ccccc21)NCCc1ccccc1 | 2 | 6 | -8 | -4 | -8 | -7 | 4 | -9 | -15 | -35 | -10
CN(C)C(=O)COC(=O)/C=C/c1ccccc1[N+](=O)[O-] | 1 | 7 | 9 | 1 | -9 | -1 | -2 | -20 | -22 | 3 | -9
CCOc1ccc(N(CC(=O)NC2CCCCCC2)S(=O)(=O)c2ccccc2)cc1 | 12 | 0 | -7 | 5 | -9 | 1 | 8 | -63 | -2 | 12 | 7
CCC(C)(C)C1CCc2c(sc(N)c2C(N)=O)C1 (stereo unspecified) | 17 | 21 | 0 | 26 | -4 | 8 | -3 | -1 | 15 | 16 | 9
O=C(O)C1OC2OC3(CCCCC3)OC2C2OC3(CCCCC3)OC12 (stereo unspecified) | 24 | 1 | -12 | -7 | -4 | 7 | -14 | 5 | -10 | 16 | 18
O=C(Nc1ccc(N2CCCCC2)cc1)c1cccnc1Cl | -35 | -5 | 5 | -15 | -55 | -2 | 6 | -23 | -38 | -6 | -29
Cc1ccc(-c2nc(N/N=C/c3ccccc3[N+](=O)[O-])c3ccccc3n2)cc1 | 23 | 89* | -41 | -50 | -30 | -8 | -52 | -52 | -17 | 4 | -63
Cc1ccc(S(=O)(=O)NNC(=O)c2cccnc2)cc1 | 9 | -4 | 18 | 7 | 11 | 5 | -1 | -6 | -13 | -12 | 11
Cc1ccc(N2CN(CCc3ccccc3)CNC2=S)cc1 | 11 | 4 | 2 | -8 | 12 | -15 | 4 | 8 | -15 | 4 | 18
CCN(CC(=O)Nc1sc2c(c1C#N)CCC(C)C2)Cc1nc2ccccc2c(=O)[nH]1 (stereo unspecified) | -3 | -4 | -15 | -4 | -5 | -7 | 21 | -42 | -10 | -2 | -9
O=C(OCC(=O)N1CCN(Cc2ccccc2)CC1)c1ccc(Cl)cc1 | -17 | 7 | -20 | -7 | 13 | 1 | -21 | 10 | -12 | 12 | 0
CC(=O)N=c1sccn1CC(O)c1ccc(Br)cc1 (stereo unspecified) | 21 | 8 | -2 | -2 | -2 | -1 | 1 | -5 | -26 | -27 | -14

Another view of some results above:
Second line of a record: TWEAK-Fn14 inh | TRAIL sens C8 | KKLEB cytotox | COUP-TFII inh | LRH-1 inv ag | EBV LMP1 NFkB | TROY NFkB inh | NCOA1 inh | NCOA2 inhibitor | CF NFkB block | SRC3 inh
O=C(O)c1n[nH]c2c1CC(C1CCCCC1)CC2 (stereo unspecified)
→ 9 | -7 | -2 | -22 | 9 | -1 | -7 | -22 | 3 | -5 | 15
O=C(CSc1nnc(-c2ccc(Br)cc2)o1)Nc1cccc2ccccc12
→ -9 | -5 | -15 | 0 | -26 | 2 | -11 | -29 | -6 | 0 | 1
CSCCC(NC(=O)COc1ccccc1)C(=O)N(C)Cc1c(F)cccc1Cl (stereo unspecified)
→ -1 | 11 | -4 | 3 | -1 | 0 | -9 | 6 | -24 | -27 | -16
COc1cccc(/C=C2/Sc3ccc(C(=O)NCCN4CCCCCC4)cc3NC2=O)c1
→ -18 | 75* | -7 | -21 | -19 | -19 | 2 | -15 | -2 | 6 | 1

Continued.
SMILES | TWEAK-Fn14 inh | TRAIL sens C8 | KKLEB cytotox | COUP-TFII inh | LRH-1 inv ag | EBV LMP1 NFkB | TROY NFkB inh | NCOA1 inh | NCOA2 inhibitor | CF NFkB block | SRC3 inh
CCN(CC)C(=O)C(Oc1ccc(C)nc1[N+](=O)[O-])c1ccccc1 (stereo unspecified) | -9 | -4 | 7 | -4 | 8 | 2 | -12 | -16 | -27 | 18 | 14
Cc1cc(NC(=O)CSc2nnc(COc3ccccc3)o2)no1 | -7 | -2 | -9 | 3 | 3 | 8 | 10 | -2 | -18 | 2 | -6
CC1(C)Cc2nc3oc4c(N(CCO)Cc5ccccc5)ncnc4c3cc2CO1 | 39 | 21 | -8 | -16 | -7 | 8 | 25 | -10 | -6 | 16 | 14
COc1ccc(OC)c(NC(=S)NCCSc2ccc(C)cc2)c1 | 7 | 7 | 2 | 13 | 7 | 7 | 1 | 12 | -5 | 11 | 24
C#CCOCCOCCOCCNc1nc(N2CCN(C(=O)CCCCCCCCCCNC(=O)Cn3cc(C[C@@H](C)O)nn3)CC2)nc(N2CCN(C(=O)CCCCCCCCCCNC(=O)[C@H](CCCCN)n3cc(CCCC(=O)O)nn3)CC2)n1 | -20 | 3 | 6 | 18 | 6 | 2 | 0 | -25 | -13 | 22 | -8
COc1ccc(COCC(O)CN(Cc2ccco2)Cc2ccccc2O)cc1 (stereo unspecified) | 16 | -11 | -1 | -2 | 16 | 1 | 6 | 7 | 7 | 1 | -3
O=C1N/C(=C\c2ccc(O)cc2)C(O)=C1C=NCc1ccccc1 | 2 | 4 | -3 | -14 | 28 | -31 | -14 | 16 | 3 | -5 | 26
O=[N+]([O-])c1ccc(-c2ccc(S(=O)(=O)N3CCOCC3)cc2)cc1 | -4 | -3 | -3 | 7 | -4 | -15 | 22 | -11 | 4 | -20 | -3
COc1cccc(CCN2C(=O)CCC3=C2CCC3=O)c1 | 2 | -20 | -8 | x | -4 | x | 0 | -6 | x | 18 | -18
Cc1ccc(NC(=O)C2CCN(C(=O)NCc3ccccc3)CC2)cc1C | -6 | 22 | 1 | 0 | 13 | -7 | 6 | -5 | -19 | 0 | -11
O=[N+]([O-])c1cccc(C=NN=Cc2ccccc2O)c1 | -23 | 11 | 1 | -8 | -8 | -14 | -51 | -83 | -31 | -17 | -78
O=C(/C=C/c1ccco1)N1CCN(c2ncccn2)CC1 | -1 | 13 | -7 | -5 | -54 | -2 | 0 | -36 | -37 | 14 | -19
O=C(CN1CCN(S(=O)(=O)c2ccc(Cl)cc2)CC1)NC1CC1 | 10 | -5 | 9 | 4 | -23 | -9 | 12 | -8 | 0 | 13 | -9
Cc1[nH]c(C)c(S(=O)(=O)NCCc2ccccc2)c1C(=O)N1CCCC1 | 4 | -14 | -11 | -4 | 10 | -1 | 3 | 5 | -7 | 10 | 10
COC(=O)c1ccc(CSc2nnnn2-c2ccccc2)o1 | 4 | 2 | -4 | 3 | 2 | 2 | 10 | -28 | 4 | 4 | 14
c1ccc(-c2nnc(-c3ccccc3)o2)cc1 | 14 | 14 | 2 | -64 | -137 | -32 | -47 | -81 | -48 | -10 | -82
COc1ccc(OC)c(-n2c(SCC(=O)N3CCc4ccccc43)nc3c(c2=O)SCC3)c1 | -11 | 9 | -1 | x | -13 | 4 | 12 | 2 | x | 3 | -7
CCOc1ccc(C(=O)NCC(C)CN(C)C)cc1OCC (stereo unspecified) | -2 | -8 | 3 | -5 | 3 | -7 | -16 | 0 | 8 | 4 | -4
CC(=O)c1ccc(N2CCN(C(=O)CCNC(=O)Cn3ccc4ccccc4c3=O)CC2)cc1 | 8 | 2 | -13 | 0 | 30 | 0 | 5 | 4 | 1 | -14 | -2
Cc1ccc(C(=O)NC(N2CCCC2)C(Cl)(Cl)Cl)cc1 (stereo unspecified) | -15 | 9 | -2 | 2 | 7 | 1 | -13 | -5 | -19 | 1 | 13
COc1cc(NC(=O)COC(=O)CSc2cc(C)ccc2C)c(C)cc1[N+](=O)[O-] | -5 | -3 | 0 | -4 | 7 | -4 | 8 | 6 | 1 | 3 | 6
C=CCn1c(=NC(=O)c2sc3ccccc3c2Cl)sc2cc(S(N)(=O)=O)ccc21 | -24 | 16 | -44 | x | -2 | -5 | 5 | 6 | x | 42 | 11
CCOc1ccc2[nH]c3c(c2c1)CNCC3 | -6 | 3 | 0 | -8 | 5 | 4 | 6 | -50 | -7 | 1 | 1
CCSc1nn2c(=O)c3ccccc3nc2s1 | 12 | 20 | 2 | -44 | -129 | -21 | -43 | -73 | -85 | -19 | -97
O=C(N/N=C/C=C/c1ccccc1[N+](=O)[O-])c1ccncc1 | -2 | -7 | -6 | 2 | -2 | -11 | 14 | 10 | -50 | -12 | 12
O=Cc1ccc(-n2cc(C=O)c3ccccc32)cc1 | 4 | 5 | -1 | 8 | 4 | -2 | 26 | 7 | 8 | 3 | 6
CC(=O)Cn1c(CN2CCCCC2)nc2ccccc2c1=O | -11 | -2 | -2 | -8 | -2 | 6 | -14 | -74 | -5 | 8 | 14
